C8 TRAIL sens: caspase-8 TRAIL sensitization; inhibition (viability loss, TRAIL sensitization), % at 10 µM; 1% of 360,000 active; NB7+C8 cells + TRAIL, ATPlite viability luminescence; AID 624354;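 active means compounds causing at least 50% loss of cell viability in the single-dose screen, relative to plate controls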
NOD2-RIPK2 inh: inhibitors of human NOD2-RIPK2 interaction; O43353; CHO BLA complementation NOD2-RIPK2, CCF4 ratio; inhibition, % at 4.98 µM; 0.38% of 360,000 active; AID 624267; in the data active means inhibition above about 21%;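 further: 0% = vehicle only and 100% = reference blocker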
Target sequence (O43353 whole entry, looked up): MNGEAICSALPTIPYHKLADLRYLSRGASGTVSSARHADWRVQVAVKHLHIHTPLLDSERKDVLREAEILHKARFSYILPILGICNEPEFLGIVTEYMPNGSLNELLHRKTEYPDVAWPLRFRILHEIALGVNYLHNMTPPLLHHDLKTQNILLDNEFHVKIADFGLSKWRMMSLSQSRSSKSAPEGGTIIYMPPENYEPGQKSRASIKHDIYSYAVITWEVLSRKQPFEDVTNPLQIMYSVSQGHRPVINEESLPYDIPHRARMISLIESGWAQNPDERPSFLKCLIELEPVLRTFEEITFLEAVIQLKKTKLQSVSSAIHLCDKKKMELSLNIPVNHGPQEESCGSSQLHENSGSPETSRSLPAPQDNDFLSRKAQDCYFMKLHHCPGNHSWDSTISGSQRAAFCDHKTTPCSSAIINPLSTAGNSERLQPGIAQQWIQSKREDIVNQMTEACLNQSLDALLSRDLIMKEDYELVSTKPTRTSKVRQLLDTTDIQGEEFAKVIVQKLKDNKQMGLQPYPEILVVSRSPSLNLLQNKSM
TROY NFkB inh: inhibitors of TROY-dependent NF-kB signaling; inhibition, % at 10 µM; AID 1347056; Q293 LMP1-TROYcd NF-kB luciferase reporter, 4 h; 0.98% of 360,000 active;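 active means compounds whose plate-normalised and pattern-corrected inhibition of the luciferase reporter signal at the single screening dose is 50% or more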
SRC3 inh: human NCOA3 inhibition | Q9Y6Q9 | HEK293 GAL4-SRC3 luciferase reporter, luminescence | inhibition, % at 3.6 µM | 0.17% of 360,000 active | AID 588352;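 active means inhibition above a per-campaign cutoff, the mean of all compounds plus 3 SD, cut at about 60% in these data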;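 further: 0% = DMSO-treated cells and 100% = gossypol-treated cells at 36 µM; higher means less SRC3-driven luciferase light from the GAL4 reporter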
Vif imaging: inhibitors of HIV Vif. HEK293T cells, Vif self-association by quenched fluorescence, imaging, 24 h. inhibition, % at 7.49 µM. 0.35% of 340,000 active; in the data active means inhibition above about 50%, passing the limit was not always enough; further: some results filed as inactive read as strong as hits
SRC1 inh: inhibitors of human steroid receptor coactivator 1 (SRC1); inhibition, % at 3.6 µM; HEK293 GAL4-SRC1 luciferase reporter, luminescence; AID 588354; Q15788; 0.12% of 360,000 active;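 active means inhibition above the campaign mean plus 3 SD, with each screening campaign given its own cutoff, cut at about 60% in these data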;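 further: 0% = DMSO treated cells and 100% = gossypol at 36 µM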
TLR9-MyD88 inh: inhibitors of human TLR9-MyD88 binding; Q9NR96+Q99836; CHO BLA complementation TLR9-MyD88, CCF4 FRET ratio; inhibition, % at 4.98 µM; 0.21% of 340,000 active;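 active means inhibition above the mean over all tested compounds plus 3 SD, cut at about 21% in these data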;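 further: 0% = DMSO only wells and 100% = clavulanate BLA inhibitor control wells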
LMP1 NFkB inh: reduces LMP1-driven NF-kappaB luciferase signal | LMP1-induced NF-kappaB luciferase reporter cells, luminescence | inhibition, % at 12.5 µM | 0.69% of 350,000 active; in the data active means inhibition above about 41%;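 further: 0% = neutral control wells and 100% = reference inhibitor control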
NCOA2 inhibitor: inhibits human steroid receptor coactivator 2; Q15596; HEK293 GAL4-SRC2 luciferase reporter, luminescence; AID 651957; 0.17% of 370,000 active; inhibition, % at 9 µM;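 active means inhibition above the mean inhibition of all tested compounds plus 3 SD, set per campaign, cut at about 52% in these data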;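 further: 0% = DMSO treated cells and 100% = cells given Gossypol at 36 µM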
LRH-1 inv ag: inverse agonists of human LRH-1 (NR5A2); O00482; 0.13% of 360,000 active; inhibition, % at 3.6 µM; HEK293T StAR-luciferase reporter, LRH-1 transfected, 24 h;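 active means inhibition above the mean inhibition of all tested compounds plus 3 SD, cut at about 73% in these data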;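 further: 0% = DMSO wells and 100% = reporter-only cells lacking LRH-1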
Target sequence (O00482 whole entry, looked up): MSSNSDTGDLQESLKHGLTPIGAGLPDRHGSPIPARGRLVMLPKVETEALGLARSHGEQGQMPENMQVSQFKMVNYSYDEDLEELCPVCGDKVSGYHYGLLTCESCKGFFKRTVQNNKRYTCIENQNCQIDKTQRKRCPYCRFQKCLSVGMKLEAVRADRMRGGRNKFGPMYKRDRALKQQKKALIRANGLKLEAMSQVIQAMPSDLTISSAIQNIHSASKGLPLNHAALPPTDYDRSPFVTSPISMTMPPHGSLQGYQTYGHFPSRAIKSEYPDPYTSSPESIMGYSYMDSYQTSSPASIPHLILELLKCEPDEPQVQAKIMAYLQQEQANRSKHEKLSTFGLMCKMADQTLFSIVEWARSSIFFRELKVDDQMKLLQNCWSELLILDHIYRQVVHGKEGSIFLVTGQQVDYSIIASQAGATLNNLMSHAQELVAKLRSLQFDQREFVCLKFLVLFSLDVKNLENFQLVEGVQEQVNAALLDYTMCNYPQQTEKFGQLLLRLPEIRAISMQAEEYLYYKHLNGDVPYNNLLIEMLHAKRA
COUP-TFII inh: NR2F2 (human) inhibition, primary screen; P24468; HEK293T NGFI-A luciferase reporter, luminescence; inhibition, % at 8.6 µM; 0.7% of 370,000 active; AID 686940;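 active means inhibition above a per-plate cutoff, mean inhibition of test wells between control levels plus 3 SD, cut at about 38% in these data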;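 further: cells cotransfected with COUP-TFII expression vector driving the NGFI-A reporter; 0% = median of COUP-TF2 test wells and 100% = reporter-only cells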
* hit, by the source's call; . = not tested or not shown.

Below each compound: C8 TRAIL sens | NOD2-RIPK2 inh | TROY NFkB inh | SRC3 inh | Vif imaging | SRC1 inh | TLR9-MyD88 inh | LMP1 NFkB inh | NCOA2 inhibitor | LRH-1 inv ag | COUP-TFII inh
O=C(NCCCN1CCCC1)c1cc2c(Cl)nc3ccccc3c2s1
 : 15 | 5 | -14 | 1 | -12 | -8 | 9 | -11 | -47 | -52 | -24
Cc1ccc(Cl)cc1NS(=O)(=O)Cc1ccccc1
 : -12 | -1 | -2 | 4 | 1 | -6 | 1 | 13 | 4 | -7 | -16
O=C(O)c1ccc(Cn2nnc3sc4c(c3c2=O)CCCC4)cc1
 : 8 | -6 | -46 | -27 | 2 | -26 | . | -15 | -54 | -49 | 7
CC(=O)N1CCc2cc(NC(=O)c3ccc(C)cc3)ccc21
 : 41 | -10 | -52 | -109 | 18 | -55 | 7 | -9 | -50 | -138 | -57
Cc1ccc(C)c(-c2[nH]ncc2CN2CCCC(CO)(Cc3ccccc3C)C2)c1 (centres undefined)
 : 0 | 3 | 14 | 2 | 2 | -53 | -2 | 13 | 4 | -6 | 2
CCOC(=O)c1ccc(N2C(=O)Cc3ccccc3C2=O)cc1
 : 11 | 4 | -26 | -3 | -7 | 5 | 4 | 8 | -27 | -17 | 9
COc1cc(C2C3=C(CC(C)(C)CC3=O)N(C)C(=O)N2C)cc(OC)c1OC (centres undefined)
 : -6 | -10 | 16 | 9 | 8 | -26 | 1 | 3 | -25 | -13 | 2
O=C(CS(=O)(=O)c1ccccc1)Nc1nc2ccccc2s1
 : 11 | -4 | -20 | -26 | -2 | -18 | -7 | -7 | -39 | -9 | -3
Cc1nn(C)c(C)c1NC(=O)COc1ccc(F)cc1Br
 : -3 | -14 | 0 | 3 | -15 | 3 | -10 | 11 | -3 | -4 | 22
O=C1Nc2ccc(S(=O)(=O)N3CCOCC3)c3cccc1c23
 : 5 | -5 | -8 | 6 | 8 | -21 | 5 | -48 | -13 | 14 | -5
Cc1nc(C(F)(F)F)ccc1C(=O)Nc1ccc(C(F)(F)F)cn1
 : -7 | -1 | -4 | 13 | 4 | -7 | -4 | 0 | 13 | -18 | -3
Cc1cc(C)cc(NC(=O)N2CCCC2C(=O)Nc2ccc(-n3cnnn3)cc2)c1 (centres undefined)
 : 27 | -11 | 3 | -19 | -1 | -11 | -12 | -9 | -5 | 8 | -8
O=C(Nc1cccnc1)c1ccc(Cl)c(S(=O)(=O)N2CCc3ccccc32)c1
 : 2 | -3 | 34 | 10 | -8 | 5 | -9 | 6 | -2 | -12 | 15
Cc1ccc(N(C)S(=O)(=O)c2cccc(C(=O)Nc3nc4ccccc4[nH]3)c2)cc1
 : 14 | 6 | 32 | 16 | 10 | -8 | 7 | 4 | -7 | -15 | 8
Cc1ccccc1NC(=O)COC(=O)/C=C/c1cn(-c2ccccc2)nc1-c1cccnc1
 : 5 | -6 | 2 | -6 | -2 | -16 | -5 | -20 | -45 | -12 | -8
CCc1cccc(Nc2c3c(nc4ncnn24)CCC3)c1
 : -1 | -14 | -22 | 19 | -6 | -13 | 3 | 7 | -9 | -10 | -10
O=C(C1CCCO1)N1CCN(S(=O)(=O)c2cc(F)ccc2F)CC1 (centres undefined)
 : -2 | 4 | -15 | -1 | -6 | 12 | 6 | 1 | 26 | 7 | 12
CCCC(=O)Nc1cc(OC)c(OC)cc1C(=O)O
 : -10 | -3 | 6 | 2 | . | 4 | 0 | -5 | -10 | 11 | 0
O=C(Nc1nnc([C@@H]2C[C@H](O)[C@@H](CO)O2)s1)c1cccc(Oc2ccccc2)c1
 : -10 | 14 | -5 | -6 | 5 | 6 | . | . | -14 | -2 | 3
CCc1nc(SCc2ccc(OCC(C)C)cc2)n[nH]1
 : 11 | -2 | -43 | -43 | -2 | -28 | -6 | -15 | -18 | -51 | 30
Cc1[nH]n(-c2ccccc2)c(=S)c1C=Nc1cccc([N+](=O)[O-])c1
 : -16 | 0 | 2 | -13 | . | -12 | -16 | 5 | -8 | 12 | -16
COc1ccc(C(=O)NN)cc1
 : 1 | -1 | -9 | -10 | -4 | -11 | -2 | 4 | -2 | -33 | -7
CCNC(=O)C1(C)CCCN(C(=O)c2sccc2C)C1 (centres undefined)
 : 7 | -7 | 8 | -5 | 5 | -6 | . | . | -9 | 3 | 5
COc1ccccc1CNC(=O)CCC(=O)Nc1nnc(C(C)C)s1
 : 6 | 5 | 1 | -9 | -1 | -11 | -3 | 1 | -32 | -12 | -4
Cc1cc(=O)oc2cc(NC(=O)C3CC(=O)N(Cc4ccccc4)C3)ccc12 (centres undefined)
 : 4 | -18 | -19 | -1 | 0 | -35 | -8 | 6 | -5 | 37 | -3
CCOC(=O)N/N=C\c1ccc(-c2cc(Cl)ccc2Cl)o1
 : 0 | -11 | -8 | 7 | 0 | 2 | -5 | 9 | -31 | -14 | -8
CCNC(=O)CN(c1ccc(C)cc1)S(=O)(=O)c1ccccc1
 : 9 | -3 | 0 | 7 | 33 | -8 | -2 | -6 | -14 | -1 | 15
CCOc1cc2[nH]c(=S)n(CC3CCCO3)c(=O)c2cc1OCC (centres undefined)
 : 15 | -3 | 1 | 4 | -17 | -20 | 1 | 0 | -13 | 6 | -8
COc1ccc(CCNC(=O)C2CCN(c3ccc(N4CCOCC4)nn3)CC2)c(OC)c1
 : -5 | -7 | 8 | -4 | -9 | -33 | 1 | -7 | -29 | 1 | 1
CC(=O)Nc1sc(C)c(C)c1C(=O)OCC(=O)Nc1ccccc1C(F)(F)F
 : -6 | -16 | -8 | -7 | 23 | 5 | -9 | -7 | 4 | 3 | 0
OC(COc1ccc2c(c1)OCO2)CN1CCN(c2ccccc2)CC1 (centres undefined)
 : -1 | -11 | 20 | 13 | 4 | 17 | -10 | -7 | -6 | -12 | 10
CCN=c1scc(-c2cccs2)n1/N=C/c1cc(OC)ccc1O
 : 49 | 0 | 34 | -43 | -8 | -47 | 8 | -27 | -33 | -23 | -3
COc1ccc(CNN2CCCCC2C(=O)Nc2ccc(OC)c(OCC(C)C)c2)cc1OC (centres undefined)
 : -7 | -4 | -1 | 13 | -2 | -11 | -8 | -6 | -5 | 11 | 0
S=c1[nH]nc(COc2ccccc2)n1Cc1ccccc1
 : -10 | 13 | -3 | -4 | 1 | -18 | -9 | 5 | -21 | -13 | 5
CC(C)C[C@H]1CNC(=S)N1CC1CCN(CCCC2CCCC2)CC1
 : 3 | 3 | 4 | -8 | . | -3 | 7 | 8 | -11 | 3 | 8
CN1CCN(/N=C/c2ccc(-c3ccccc3)cc2)CC1
 : 8 | -3 | -12 | -97 | -7 | -80 | -2 | -18 | -46 | -71 | -24
COC(=O)C(NS(=O)(=O)c1ccccc1Cl)c1ccccc1 (centres undefined)
 : -5 | 1 | 10 | 7 | -5 | -9 | -4 | -2 | -17 | 3 | 6
Cc1ccc(/C(O)=C2\C(=O)C(=O)N(C)C2c2ccccc2[N+](=O)[O-])cc1 (centres undefined)
 : 3 | -2 | 26 | -91 | 10 | -68 | 7 | -5 | -8 | -23 | -12
CC(C)(C)SCCNC(=O)CN1C(=O)c2ccccc2S1(=O)=O
 : -3 | -12 | -53 | -4 | 0 | -2 | -6 | -1 | -28 | -10 | -10
Brc1cc(Br)c2ncnc(N3CCCCC3)c2c1
 : 18 | -4 | 8 | 13 | -3 | 20 | -3 | 13 | -2 | 5 | -45
Cc1cc(S(=O)(=O)N(Cc2ccccc2Cl)c2ccc3c(c2)CCC3)ccc1-n1cnnn1
 : -15 | -6 | -3 | -11 | -5 | -5 | -4 | 2 | 30 | -5 | 4
O=C1c2ccccc2-c2onc3c(N4CCN(CCO)CC4)cc(N4CCN(C(=O)c5ccco5)CC4)c1c23
 : 20 | -1 | 14 | -1 | -11 | 17 | 4 | 5 | -2 | 21 | 17
CCc1nc(N)c(C#N)c(-c2ccc(O)c(OC)c2)c1C
 : -8 | -1 | 9 | -6 | -1 | -14 | -8 | -3 | -13 | 27 | -9
O=[N+]([O-])c1ccc(Oc2ccc(S(=O)(=O)N3CCOCC3)cc2)cc1
 : 0 | 0 | -1 | 14 | -12 | 8 | 3 | -9 | 5 | 5 | 30
CCOC(=O)/C=c1/s/c(=C/c2ccc3cc(OC)ccc3c2)c(=O)n1CC(=O)NCc1ccc2c(c1)OCO2
 : -6 | 25* | -22 | -14 | 15 | 6 | -4 | 1 | -17 | 23 | -1
Cc1nc(SCC(=O)c2ccccc2)n[nH]1
 : -4 | -7 | -17 | -8 | 22 | -27 | 3 | -6 | -12 | 7 | 6
O=C1c2cccc([N+](=O)[O-])c2C(=O)N1c1c[nH]c(=O)[nH]c1=O
 : -9 | 0 | -1 | 13 | 3 | 7 | -7 | 2 | -2 | 1 | -15
CCN(CC(=O)Nc1ccc(OC)cc1)C(=O)c1ccc(=O)n(Cc2ccccc2)n1
 : -4 | -3 | -6 | 15 | 23 | 7 | -5 | 3 | -20 | 6 | 1
COC(=O)c1c(NC(=O)C(C)C)sc2c1C(C(=O)OC)CC2 (centres undefined)
 : -13 | 4 | -3 | 11 | 2 | 3 | -3 | 0 | 1 | 6 | -21
O=C(Cn1cnc2ccc(Cl)cc2c1=O)NC1CCS(=O)(=O)C1 (centres undefined)
 : -12 | -10 | -20 | -30 | -1 | -6 | 6 | -9 | -22 | -2 | -9
COc1cccc(CC2(CO)CCCN(Cc3ccccc3-c3ccco3)C2)c1 (centres undefined)
 : -3 | 1 | 3 | 12 | -2 | 1 | 4 | 13 | 5 | 1 | -3
Cc1ccccc1N1C(=O)C(Cl)=C(N2CCCCCC2)C1=O
 : 2 | 11 | -22 | -2 | . | -4 | 4 | -7 | -1 | -10 | 1
O=C1/C(=C/c2ccccc2)CCCc2ccccc21
 : 2 | -3 | -26 | -55 | 2 | -84 | 9 | -4 | -22 | -98 | -46
CCOC(=O)c1c(C)[nH]c(N=Nc2cc(C(=O)O)cc(C(=O)O)c2)c1C
 : 7 | -5 | -40 | 2 | 0 | 5 | -13 | -1 | -2 | -2 | -10
Cc1ccc(NC(=O)c2cccc(OCc3c(C)noc3C)c2)cc1
 : 3 | 1 | -51 | 3 | -8 | -8 | 4 | 0 | -48 | -33 | -4
COC(=O)C1(C)NC(c2ccc(O)cc2)C2C(=O)N(c3ccccc3)C(=O)C21 (centres undefined)
 : 13 | -9 | -1 | -14 | 18 | -42 | 12 | 6 | -42 | 0 | -11
CCN(Cc1ccccc1)S(=O)(=O)c1ccc(OC)c2ncccc12
 : -7 | -9 | 11 | 9 | 2 | -5 | 6 | 0 | -5 | -3 | -1
COc1cc(C(=O)N(C)C2CCCCC2)cc(OC)c1OC
 : 12 | -10 | -2 | 0 | 5 | 6 | 0 | 6 | 13 | -6 | -5

Only part of the results is shown; rates above refer to the full screens.
